# KDM5B inhibitor: Primary screen for KDM5B Histone Demethylases FDH-coupled qHTS. 220,000 compounds, 2.6% hits. Lysine-specific demethylase 5B (Homo sapiens), Q9UGL1. Potency, µM (titrated, usually from 57.7 µM), for inactives: at the top dose activity change, negative = inhibition, most hits filed as inhibitors. KDM5B demethylase, FDH-coupled NADH fluorescence (FDH is formaldehyde dehydrogenase); active means well fitted inhibition curve with a large enough effect; inconclusive means small, poorly fitted or top-dose-only effect; inactive means no such curve, though single readings can be large or run the other way; further: 0% is about no effect; nearly all actives have a fitted effect of over 70% in size
# Target sequence (Q9UGL1 whole entry, looked up): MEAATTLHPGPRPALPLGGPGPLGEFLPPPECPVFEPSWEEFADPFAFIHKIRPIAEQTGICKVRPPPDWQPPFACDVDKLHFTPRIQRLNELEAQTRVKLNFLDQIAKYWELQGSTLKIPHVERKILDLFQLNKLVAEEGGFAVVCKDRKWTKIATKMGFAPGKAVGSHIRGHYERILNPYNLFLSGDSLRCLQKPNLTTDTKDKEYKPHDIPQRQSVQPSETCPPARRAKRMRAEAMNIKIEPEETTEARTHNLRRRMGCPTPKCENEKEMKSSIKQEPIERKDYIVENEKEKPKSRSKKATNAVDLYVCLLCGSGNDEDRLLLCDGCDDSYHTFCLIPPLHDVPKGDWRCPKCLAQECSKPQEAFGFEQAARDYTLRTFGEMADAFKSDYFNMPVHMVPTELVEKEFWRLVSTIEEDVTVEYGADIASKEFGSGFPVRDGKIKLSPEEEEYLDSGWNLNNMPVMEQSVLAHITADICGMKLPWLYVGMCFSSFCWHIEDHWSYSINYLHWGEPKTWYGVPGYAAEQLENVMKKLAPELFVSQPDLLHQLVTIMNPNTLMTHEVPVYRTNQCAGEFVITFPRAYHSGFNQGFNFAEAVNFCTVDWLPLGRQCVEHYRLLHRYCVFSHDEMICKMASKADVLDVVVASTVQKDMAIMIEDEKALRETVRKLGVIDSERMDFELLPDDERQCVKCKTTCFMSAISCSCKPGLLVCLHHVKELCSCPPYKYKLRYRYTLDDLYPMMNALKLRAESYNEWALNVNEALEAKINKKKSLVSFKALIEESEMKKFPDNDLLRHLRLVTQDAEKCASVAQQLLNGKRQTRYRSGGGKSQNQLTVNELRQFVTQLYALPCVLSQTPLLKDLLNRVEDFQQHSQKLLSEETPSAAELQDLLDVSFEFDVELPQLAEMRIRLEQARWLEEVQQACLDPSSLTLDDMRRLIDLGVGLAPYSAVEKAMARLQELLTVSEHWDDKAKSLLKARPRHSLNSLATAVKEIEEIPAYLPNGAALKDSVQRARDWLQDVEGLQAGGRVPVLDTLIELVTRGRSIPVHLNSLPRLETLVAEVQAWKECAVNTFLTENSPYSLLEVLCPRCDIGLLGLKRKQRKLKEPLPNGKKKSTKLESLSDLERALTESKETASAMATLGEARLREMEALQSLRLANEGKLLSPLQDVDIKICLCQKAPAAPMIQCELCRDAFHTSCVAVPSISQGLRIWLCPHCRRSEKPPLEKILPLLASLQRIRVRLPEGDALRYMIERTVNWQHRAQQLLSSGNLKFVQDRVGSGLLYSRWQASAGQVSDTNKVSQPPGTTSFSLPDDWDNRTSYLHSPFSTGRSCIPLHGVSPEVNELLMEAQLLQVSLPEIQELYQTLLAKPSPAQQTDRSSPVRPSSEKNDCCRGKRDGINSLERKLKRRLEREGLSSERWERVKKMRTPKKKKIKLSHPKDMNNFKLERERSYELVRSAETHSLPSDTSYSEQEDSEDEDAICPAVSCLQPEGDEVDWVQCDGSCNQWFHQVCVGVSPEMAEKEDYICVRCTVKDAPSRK
#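 Coupled FDH/NAD⁺ fluorescence readout. KDM5BΔAP 200 nM final; compound titration, 10 min RT preincubation; substrate mix 12.5 µM H3K4me3, 25 µM 2-OG, 50 µM Fe(II), 100 µM ascorbate, 0.25 mM NAD⁺, 0.25 U/mL FDH; ΔRFU over 30 min.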
# * hit, by the source's call; ? = inconclusive; & = joins results of further samples; [ ] = dose if it differs, or a comment. Potency means the concentration at half of the fitted maximal effect. An excerpt. The share of hits here may be higher or lower than overall.
SMILES,KDM5B inhibitor
CC(=O)N1CCc2cc(S(=O)(=O)NC(Cc3ccccc3)C(=O)NCc3ccccc3)ccc21 (stereo not drawn),5%
Cn1c(=O)c2c(nc(NCCCc3ccccc3)n2Cc2cccc(Cl)c2)n(C)c1=O,5%
Cc1ccc(Cn2cc(-c3ccncc3)cc2C(=O)NC2CC2)cc1,-4%
O=C(CCC1CCN(CCCn2cccn2)CC1)NC1CCN(Cc2ccccc2)C1 (stereo not drawn),?
COc1ccc(CCN2C(=O)N(c3ccc(F)cc3)C(=O)C2CC(=O)Nc2ccccc2)cc1OC (stereo not drawn),-9%
O=C(CCn1c(=O)c2cccn2c2cccnc21)NCc1ccccc1Cl,-1%
Cc1cccc(CNS(=O)(=O)c2csc(C(N)=O)c2)c1,-2%
Cc1ccc(C(Nc2ccccn2)c2ccc3cccnc3c2O)cc1 (stereo not drawn),?
COCCN1CCCCCC(O)c2cc(C(=O)N3CCCCCC3)ccc21 (stereo not drawn),-8%
CN(CC(=O)Nc1c(Cl)cccc1Cl)CC(=O)N1CCCCCC1,13%
CC(=O)n1c(C=Nc2ccc(Cl)cc2)c(O)c2ccccc21,10%
Cc1cc(C(=O)O)ccc1-c1ccc(/C=N/O)o1,?
Cc1noc(C)c1S(=O)(=O)N1CC(c2nnc(C(C)C)o2)C2(CCOCC2)C1 (stereo not drawn),-11%
CCCC(=O)Nc1oc2c(C)cccc2c(=O)c1-c1ccccc1,4%
CCOC(=O)c1c(C)[nH]c(C(=O)COc2cc(Cl)ccc2Cl)c1C,-8%
CC(=O)N1CC2(Cc3ccccc3CN2C(C)=O)C1,0%[86.2 µM]
CCCc1cc(=O)[nH]c(SCC(=O)N2CCN(S(=O)(=O)c3ccc(C)cc3)C2)n1,18%
OC(COc1ccc(Br)cc1)CN1CCCN(c2ccc(C(F)(F)F)cn2)CC1 (stereo not drawn),-2%
O=C(Nc1ccccc1)c1ccc(CSc2ccc3c(c2)OCCCO3)cc1,-10%
CCOC(=O)Cc1c(C(=O)OCC)nnc2c(-c3ccccc3)c(C)nn12,-3%
CC(C)(Oc1nn(CCN2CCOCC2)c2ccccc12)C(=O)NCc1ccncc1,-6%[86.2 µM]
CC(C)CN(CC(C)C)C(=O)C1CCCN(S(=O)(=O)c2ccc3c(c2)oc(=O)n3C)C1 (stereo not drawn),-10%
COc1ccc(CN[C@@H]2CCC[C@@H](C(=O)NCc3cc(F)cc(F)c3)CC(=O)N(C)C2)cc1,4%
CCC(C(=O)NC1CCCC1)N(C(=O)Cn1nnc(-c2ccc(C)o2)n1)c1ccc(OC)cc1 (stereo not drawn),20%
CCOC(=O)c1cnc2c(C)cccc2c1Nc1ccc(C(C)=O)cc1,-10%
CCCCCCSc1nc2c(c(=O)[nH]c(=O)n2C)n1CC,1%
Cc1ccc2c(=O)c(S(=O)(=O)c3ccccc3)cn(CC(=O)Nc3ccc4c(c3)OCCO4)c2n1,1%
CC(=O)N1CCC(N2C[C@H](O)C[C@H]2C(=O)NC2CCCCC2)CC1,-8%
Cn1ccc2ccc(C(=O)Nc3nnc(C4CC4)s3)cc21,?
COc1ccc(CNC(=O)c2cccc(N3CCCS3(=O)=O)c2)cc1OC,16%

# The final 2 compounds of the part before come first, to join the parts.
SMILES,KDM5B inhibitor
Cn1ccc2ccc(C(=O)Nc3nnc(C4CC4)s3)cc21,?
COc1ccc(CNC(=O)c2cccc(N3CCCS3(=O)=O)c2)cc1OC,16%
COc1ccc(NC(=O)C(Cc2ccccc2)NS(=O)(=O)c2ccc3c(c2)oc(=O)n3C)c(OC)c1 (stereo not drawn),-5%
CC(C)c1ccc(NC(=O)COC(=O)Cn2cnc3c2c(=O)n(C)c(=O)n3C)cc1,1%
COc1ccccc1-n1c(O)c(C=NCc2ccccn2)c2ccccc2c1=O,0%
CSCCn1c(C(C)(C)C)cc(C(=O)O)c1C,17%
O=C(NCCC1=CCCCC1)c1cc2n(n1)CC(c1ccc3c(c1)OCO3)OC2 (stereo not drawn),?
CCc1ccccc1NC(=O)CN1C(=O)CCSc2ccc(S(=O)(=O)N3CCCC3)cc21,-14%
CCOC(=O)CNC(=O)N1CCc2cc(S(=O)(=O)N3CCC(C)CC3)ccc21,?
COCCCNC(=O)/C=C/C(=O)O,14%
COc1ccc(-c2cnc(Nc3ccccc3)c3c2CCO3)cn1,40µM*
COc1ccccc1-c1cccc(C(=O)NC(C)Cc2cc(C)[nH]n2)c1 (stereo not drawn),-24%

# 3 of these compounds, reformatted.
Molecule	KDM5B inhibitor
CC(=O)n1c(C=Nc2ccc(Cl)cc2)c(O)c2ccccc21	10%
Cc1cc(C(=O)O)ccc1-c1ccc(/C=N/O)o1	?
Cc1noc(C)c1S(=O)(=O)N1CC(c2nnc(C(C)C)o2)C2(CCOCC2)C1 (stereo not drawn)	-11%

# Some of the entries above in another layout.
SMILES: CSCCn1c(C(C)(C)C)cc(C(=O)O)c1C
  KDM5B inhibitor: 17%

SMILES: O=C(NCCC1=CCCCC1)c1cc2n(n1)CC(c1ccc3c(c1)OCO3)OC2 (stereo not drawn)
  KDM5B inhibitor: ?

SMILES: CCc1ccccc1NC(=O)CN1C(=O)CCSc2ccc(S(=O)(=O)N3CCCC3)cc21
  KDM5B inhibitor: -14%

SMILES: CCOC(=O)CNC(=O)N1CCc2cc(S(=O)(=O)N3CCC(C)CC3)ccc21
  KDM5B inhibitor: ?

# Additional results.
SMILES,KDM5B inhibitor
NC1=[N+](Cc2ccccc2)C[C@H]2C(=C3CCCC[C@H]3n3c(=O)n(-c4ccccc4)c(=O)n32)N1,16%
CCNC(=O)Cc1ccc(N(Cc2ccccc2)C(=O)c2ccco2)cc1,18%
COc1cccc(-c2cc(C3CCN(C(=O)c4cc(C)ccc4C)CC3)[nH]n2)c1,-10%
COc1cc(OC)c(OC)cc1/C=C1\Oc2cc(OC(=O)c3ccc(C(C)(C)C)cc3)ccc2C1=O,14%
O=C(c1cccc2[nH]ccc12)N1CCC2(CC1)N=C(c1cccc(Br)c1)NO2,28µM*
N#CC12CCCCC1CC1CCCCC1(C#N)N2N (stereo not drawn),11%
COc1ccc(-c2noc(-c3cccc(OCC(=O)N4CCN(c5ccccc5)CC4)c3)n2)cc1,23%
CC(c1ccccc1)N(C)C(=O)CSc1cc(C(=O)NC2CC2)c2ccccc2n1 (stereo not drawn),-19%
O=C(c1ccc(CN2C(=O)NC3(CCS(=O)(=O)CC3)C2=O)cc1)N1CCSCC1,-11%
Cc1nc(C2CCCCN2C(=O)c2ccccc2)n[nH]1 (stereo not drawn),-12%
Cc1cc(C)n(-c2cccc(CN(C)C(=O)C3CCC(=O)N(Cc4ccccn4)C3)c2)n1 (stereo not drawn),-5%
CC(=O)N(CCC1(C(C)C)CCOC(C)(C)C1)Cc1ccccc1 (stereo not drawn),12%
Cc1cnc(C(=O)N[C@@H]2CCC[C@@H]2C(=O)NCCCn2cccn2)cn1,-18%
O=C(CN1CCN(Cc2ccc(F)cc2)C1=O)NCc1ccc(F)cc1,-1%
CCn1cc(CN2C[C@@H](CO)[C@H](NC(=O)COC)C2)cn1,1%
c1ccc(O[C@H]2COCCN(CC3CC3)C2)cc1,-2%[115 µM]
O=C(Nc1ccc(F)c(Cl)c1)N1CCC(CN2CCOCC2)CC1,-23%
CCNC(=O)N[C@H]1CO[C@H]2[C@@H]1OC[C@@H]2Nc1nccc(-c2ccc(OC)cc2)n1,28µM*
COCCN1CC(CNc2nc(CCN)nc3sc(C)c(C)c23)CC1=O (stereo not drawn),?
CSc1cccc(NS(=O)(=O)c2ccc3c(c2)CCN3C(C)=O)c1,34%
CCOc1ccc(-c2nnc(SCC(=O)N3CCNC3=O)o2)cc1,1%
CCN(c1ccccc1C)S(=O)(=O)c1ccc(N2CCCCS2(=O)=O)cc1,8%
Cc1ccc2ncnc(Oc3ncccc3NC(=O)C(C)(C)C)c2c1,6%
Cc1nc(Nc2ccccc2O)c2oc3ccccc3c2n1,-5%
CC(=O)c1ccc(S(=O)(=O)NCCc2cccc3cccnc23)cc1,7%
Cc1ccc(C(=O)N2C(C(=O)NC(C)C)COC23CCN(C(=O)c2ccccc2F)CC3)cc1 (stereo not drawn),15%
Cc1c(C(=O)Nc2ccccc2)nnn1-c1ccc2noc(-c3ccccc3)c2c1,-19%
COc1ccc(OC)c(CN2CCN(Cc3ccccc3F)C(CCO)C2)c1 (stereo not drawn),0%
Cc1cc(C(F)(F)F)c(C#N)c(=S)[nH]1,-29%
CCc1ccccc1NC(=O)Cn1c(=O)ccc2cc(S(=O)(=O)N3CCC(C)CC3)ccc21,3%
CCOC(=O)c1sc(NC(=O)N2CCN(CCO)CC2)c(C(=O)OCC)c1C,-2%
O=C1c2c(nc(COc3ccc(F)cc3F)n2Cc2ccccc2)NCCN1CCOc1ccccc1,?
C[C@H](NC(=O)[C@@H]1Cc2ccccc2CN1C(=O)OC(C)(C)C)C(=O)Nc1ccc2c(c1)OCCO2,-5%
O=C(NC1CCCCC1)c1c[nH]c2ccc(S(=O)(=O)Nc3ccccc3F)cc2c1=O,-4%
COc1ccccc1-c1cccc(COc2ccc3c(cnn3CC[S+](C)(=O)[O-])c2)c1,?
COc1ccc(CN2C(=O)COC[C@H]2C(=O)N2CCc3ccccc3C2)c(OC)c1,19%
Cn1c(=O)c2c(nc(Cl)n2CCOc2cccc(Cl)c2)n(C)c1=O,-8%
Cc1c(C(=O)NCc2ccccc2Cl)cccc1-n1cnc2cccnc21,12%
COC(=O)c1cc2oc(C)cc2n1Cc1cccc(Cl)c1,?
Cc1ccc(C)c(C(=O)CSc2nnnn2C)c1,-6%
COCCN1C[C@H]2CN(C(=O)c3ccc4c(c3)OCO4)CCN2C1=O,17%[86.2 µM]
COc1ccc(N2C(=O)C3(CCCCC3)C2C(=O)O)cc1 (stereo not drawn),-13%
CCOC(=O)c1cnc2ccc(OCC)cc2c1N1CCN(c2cccc(Cl)c2)CC1,-22%
N#Cc1c(NC(=O)CN2CCNC(=O)C2)sc2c1CCCCC2,-12%
COc1cccc(-c2cc(C(=O)NCc3c(C)cc(C)[nH]c3=O)c3c(c2)N(C(C)C)CCO3)c1OC,28µM*
COc1ccc(NC(=O)c2cc(-c3cccnc3)nc3c(C)c(C)ccc23)c(OC)c1,-22%
Cc1cc(Cl)ccc1OCC(=O)OCC(=O)c1ccc(Cl)cc1,2%
O=C(c1cccs1)N(c1ccccc1)C1C=CS(=O)(=O)C1 (stereo not drawn),4%
COCCNC(=O)c1ccc2c(c1)N(C)C(CC(=O)N1CCC(N)CC1)CO2 (stereo not drawn),28µM*
CCOc1ccc(CCNC(=O)Cn2ncn3c(cc4sc(C)cc43)c2=O)cc1OCC,-1%
# Next section.
SMILES,KDM5B inhibitor
COc1nc(C(=O)NCC(=O)NC(C)(C)C)cc2ccccc12,17%
Nc1ccc(-c2cccc(CN3CCCC3)c2)cc1,?
Cc1ccc(C(=O)N2C(C(=O)NCC3CCCO3)COC23CCN(C(=O)c2cccs2)CC3)cc1 (stereo not drawn),-11%
Cc1ccccc1N/C(=N/S(=O)(=O)c1ccccc1)c1ccc(F)cc1,3%
CC(=O)N1CCc2cc(CNS(=O)(=O)c3ccc(C(C)(C)C)cc3)ccc21,?
CCCN1C(=O)C(NC(=O)c2ccc(C(C)(C)C)cc2)(C(F)(F)F)C(C(=O)OC)=C1C (stereo not drawn),10%
Cc1ccccc1C(=O)Nc1ccccc1OCc1cc(=O)n2ccccc2n1,-17%
O=c1cc(CN2CCN(CCO)CC2)c2cc(O)c(-c3ccccc3)cc2o1,-13%&-8%
COC(=O)c1ccc(/C=C(/C#N)C(=O)Nc2cccc(OC)c2)cc1,0%
Cn1nc(C(=O)Nc2ccccc2C(N)=O)c2ccccc2c1=O,2%
COc1ccc(CN2CCC3(CC2)CC(O)CCO3)cc1C (stereo not drawn),-29%
CC1=C(C#N)C(c2cc(Cl)ccc2OC(F)F)C(C#N)=C(C)N1,26%
CC(C)NC(=O)C[C@@H]1C[C@H]2O[C@H](CNC(=O)NC3CCCCC3)[C@@H](O)[C@H]2O1,-4%[86.2 µM]
O=C(CCN1C(=O)C2C3CCC(C3)C2C1=O)Nc1ccc(F)cc1 (stereo not drawn),8%
CCOc1ccccc1C(=O)N1C[C@@H](CN2CCCN(C)CC2)[C@@H](CO)C1,?
CCCn1c(C)cnc1C1CCN(C(=O)NCC)C1 (stereo not drawn),12%
O=C(CCn1ccc(=O)[nH]c1=O)NC1CCCN(CCCc2ccccc2)C1 (stereo not drawn),34%
Cc1ccc(NC(=O)CSc2cnc3cc(S(=O)(=O)N4CCCCC4)ccc3n2)cc1,10%
Cc1ccc(C)c(CNC(=O)c2ccc3c(c2)nc2n3CCCCC2)c1,-12%
COc1ccc(CSc2nnnn2-c2ccc(C(N)=O)cc2)cc1[N+](=O)[O-],23%
CC1(C)[C@H](Cc2cc(CCO)on2)C[C@@H]1NCc1ccccc1O,133%[activator][86.2 µM]
COc1ccc(OC)c(CNC(=O)c2nn(C)c3c2CSc2ccccc2-3)c1,?
CN1CCC2(C1)CN(CC1CCOCC1)c1ccc(C(=O)NCCCO)cc12 (stereo not drawn),35µM*
O=S(=O)(Cc1ccccc1F)N1CCCC(Cc2noc(-c3cnccn3)n2)C1 (stereo not drawn),?
Cc1ccc(C(=O)N(C)Cc2ccsc2)s1,12%
CCN1c2cc(C(N)=O)ccc2C(=O)N2CCCCCC21 (stereo not drawn),?
COc1ccc(CNc2nc3c(S(=O)(=O)c4ccccc4)nnn3c3ccc(Cl)cc23)cc1,11%
